Scp-1 inhibitor: Scp-1 phosphatase inhibitors, primary screen, biochemical, colorimetric, uHTS; inhibition, % at 20 µM; hit rate 0.88% among 340,000; Carboxy-terminal domain RNA polymerase II polypeptide A small phosphatase 1 (Homo …; Recombinant Scp1, phosphopeptide, malachite green phosphate absorbance;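 active means inhibition above about 50% at 20 µM, limit read from the data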;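 further: plate controls were DMSO wells with enzyme for no effect and wells lacking enzyme for full effect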
Target sequence (Q9GZU7 76-261 limits assumed): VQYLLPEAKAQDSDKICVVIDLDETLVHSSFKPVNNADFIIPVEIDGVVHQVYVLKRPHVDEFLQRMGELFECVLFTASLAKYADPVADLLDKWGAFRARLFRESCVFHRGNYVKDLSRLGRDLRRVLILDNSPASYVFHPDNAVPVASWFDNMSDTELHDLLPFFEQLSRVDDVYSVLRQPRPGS
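Times: enzyme reaction 45 min at room temperature, colour 5 min, stabilisation 30 min. Material: SCP-1 catalytic fragment, aa 76-261. Medium: Acidic Tris acetate buffer with magnesium and detergent. Signal: colorimetric free-phosphate detection, absorbance 630 nm. Read-out basis: % inhibition of SCP-1 phosphate liberation. Reagent: Phosphorylated 17-residue peptide substrate.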
Neddylation inh: inhibitors of cullin neddylation, primary screen, biochemical, TR-FRET, uHTS, NAE and Ubc12; NEDD8-conjugating enzyme Ubc12 (Homo sapiens) + NEDD8-activating enzyme E1 regulatory …; calls only at 25 µM; hit rate 0.58% among 360,000; in the data active means inhibition above about 36%
NadD block: inhibitors of S. aureus NadD, primary screen, biochemical, colorimetric, uHTS. inhibition, % at 20 µM. hit rate 0.78% among 360,000. purified NadD enzyme, colorimetric absorbance read-out. AID 602399, 2012. Nicotinate-nucleotide adenylyltransferase NadD (Staphylococcus aureus N315); in the data active means inhibition above about 26%; further: some compounds past the cut are filed as inactive
DNMT1 block: human DNMT1 methyltransferase inhibitors, primary screen, biochemical, molecular beacon, fluorescence, HinP1I cleavage, uHTS; DNA (cytosine-5)-methyltransferase 1 (Homo sapiens), P26358; inhibition (reported as % activation of signal), % at 10 µM; hit rate 0.83% among 360,000; in the data active means inhibition above about 50%
NRP1-CendR mod: modulators of CendR peptide binding to NRP-1, primary screen, biochemical, fluorescence polarization, uHTS; hit rate 0.85% among 360,000; FAM-RPARPAR peptide binding to NRP-1; AID 602438, 2012; inhibition, % at 25 µM; Neuropilin-1 (Homo sapiens), O14786;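 active means inhibition or corrected inhibition above about 18%, plus a signal ratio from 0.5 to 1.5, limit read from the data, passing the limit was not always enough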; further: strong numbers were not always called active
SUMO1-SIM PPI: modulators of SUMO1 protein-protein interactions, primary screen, biochemical, uHTS; SUMO1 binding to a labelled peptide, TR-FRET, 1 h; inhibition, % at 20 µM; Small ubiquitin-related modifier 1 (Homo sapiens), P63165; hit rate 0.33% among 360,000; in the data active means inhibition above about 37%
Target sequence (P63165 whole entry, looked up): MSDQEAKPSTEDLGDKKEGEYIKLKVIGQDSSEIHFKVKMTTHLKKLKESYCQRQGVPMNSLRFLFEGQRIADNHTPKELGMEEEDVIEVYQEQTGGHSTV
STEP inh: STEP phosphatase inhibitors, primary screen, biochemical, fluorescence intensity, uHTS; Tyrosine-protein phosphatase non-receptor type 5 (Homo sapiens), P54829; recombinant STEP, OMFP fluorogenic substrate; inhibition, % at 20 µM; hit rate 0.25% among 360,000;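 active means inhibition at 20 µM, scaled per plate between control wells, above about 37%, limit read from the data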;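 further: 0% = DMSO with enzyme and substrate and 100% = substrate only without enzyme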
Target sequence (P54829 whole entry, looked up): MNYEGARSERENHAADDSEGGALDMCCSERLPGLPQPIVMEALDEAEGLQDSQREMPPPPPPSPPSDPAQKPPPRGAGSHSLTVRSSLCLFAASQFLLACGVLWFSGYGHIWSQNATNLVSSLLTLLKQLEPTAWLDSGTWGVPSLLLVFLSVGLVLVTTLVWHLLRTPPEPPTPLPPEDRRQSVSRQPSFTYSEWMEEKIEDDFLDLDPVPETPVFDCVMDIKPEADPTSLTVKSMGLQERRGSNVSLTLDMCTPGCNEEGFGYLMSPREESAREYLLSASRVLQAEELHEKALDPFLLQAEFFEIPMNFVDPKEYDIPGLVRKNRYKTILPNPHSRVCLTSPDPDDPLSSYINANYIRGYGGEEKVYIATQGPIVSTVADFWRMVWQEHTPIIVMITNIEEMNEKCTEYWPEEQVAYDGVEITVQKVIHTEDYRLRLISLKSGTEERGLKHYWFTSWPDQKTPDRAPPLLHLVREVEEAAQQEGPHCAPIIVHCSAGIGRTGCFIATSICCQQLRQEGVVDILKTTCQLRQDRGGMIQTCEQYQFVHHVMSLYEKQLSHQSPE
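Also added – OMFP at 25 µM · Test system – STEP tyrosine phosphatase · Technique – FITC-channel fluorescence of OMFP product · Schedule – 20 min at room temperature, dark · Evaluation – control-normalized % inhibition with plate pattern correction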
SKN-1 block: suppressors of acrylamide-induced Pgst-4::GFP reporter in worms, primary screen, SKN-1 inhibitor project, whole organism, uHTS, GFP/RFP fluorescence ratio, strain VP596. inhibition, % at 21.8 µM. C. elegans VP596 Pgst-4::GFP/RFP ratio, 24 h. hit rate 0.49% among 360,000;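 active means interference check ratio from 0.5 to 1.5 plus GFP to RFP signal ratio inhibition reaching or exceeding a fixed threshold, cut at about 30% in these data, passing the limit was not always enough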; further: some compounds called inactive have numbers as strong as hits
TbMetRS inhib: T. brucei MetRS inhibitors, primary screen, biochemical, luminescence; AID 624268, 2012; methionyl-tRNA synthetase (Trypanosoma brucei brucei); inhibition, % at 11.9 µM; purified T. brucei MetRS, ATP depletion, Kinase-Glo luminescence; hit rate 0.4% among 360,000;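 active means inhibition above a per-plate cutoff of the control wells' mean inhibition plus 3 SD, cut at about 5.5% in these data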;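 further: 0% = DMSO wells median and 100% = median of wells with control inhibitor compound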
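Dosing: 11.9 µM compound single dose, 0.9% DMSO; Assay system: purified T. brucei MetRS enzyme; Measured by: Kinase-Glo luciferase luminescence reporting remaining unconsumed ATP; Schedule: 15 min plus 2 h at 25 °C.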
LMPTP block: LMPTP phosphatase inhibitors, primary screen, biochemical, fluorescence intensity, uHTS; inhibition, % at 20 µM; recombinant LMPTP-A, OMFP fluorogenic substrate; hit rate 0.22% among 360,000; AID 651560, 2012;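 active means compounds that cut the enzyme signal by at least half of the control window in the single-dose screen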;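 further: plate controls were DMSO wells with enzyme plus substrate for no effect and substrate without enzyme for full effect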
Target sequence (P24666 whole entry, looked up): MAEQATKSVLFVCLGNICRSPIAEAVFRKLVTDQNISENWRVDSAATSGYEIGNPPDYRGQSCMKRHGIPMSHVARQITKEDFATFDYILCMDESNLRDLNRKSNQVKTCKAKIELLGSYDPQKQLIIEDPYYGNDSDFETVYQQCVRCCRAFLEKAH
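Assay system: LMPTP-A phosphatase enzyme | Input: 0.625 nM enzyme | Also added: Fluorogenic phosphatase substrate OMFP at 400 µM final | Compound dosing: One test concentration per compound, 20 µM, with 3% DMSO overall | Schedule: 50 min enzyme reaction at room temperature, protected from light | Signal: Fluorescence intensity | Benchmarks: no-enzyme and uninhibited controls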
The depositor's hits bear a star; i = inactive; . = not tested or not shown.

molecule	Scp-1 inhibitor	Neddylation inh	NadD block	DNMT1 block	NRP1-CendR mod	SUMO1-SIM PPI	STEP inh	SKN-1 block	TbMetRS inhib	LMPTP block
CCN(CC(=O)Nc1ccc(NC(C)=O)cc1)C(=O)c1oc2ccccc2c1C	4	i	-2	16	-1	-1	1	-2	-0.4	0.5
CC(C)N(CC(=O)Nc1ccc(Cl)cc1C(F)(F)F)C(=O)CCl	2	i	1	3	21	-2	-4	-18	-1.0	-3.2
CCc1nnc(NC(=O)c2c(O)c3c([nH]c2=O)CCCC3)s1	-18	i	7	3	-6	5	-4	17	-0.5	0.2
CC(C)Nc1ncnc2c1ncn2[C@H]1CN(Cc2cccs2)C[C@@H](CO)O1	.	i	2	4	15	-10	1	-2	-0.2	1.7
COc1ccc(C(=O)COC(=O)CCN=C2NS(=O)(=O)c3ccccc32)c(OC)c1	1	i	3	2	6	-21	2	1	-0.3	-1.0
CCOC(=O)Cc1csc(NC(=O)c2cccc(OC)c2)n1	-5	i	-4	-5	7	0	-4	-8	0.1	-1.2
CC(/C=C/c1ccccc1)=N\NC(=S)NC(C)C	-3	i	-3	-1	2	-8	5	15	-0.8	-0.3
Cc1cc(SCC(=O)NCC(c2cccs2)N2CCOCC2)c(C)cc1Br (centres undefined)	-6	i	3	-4	-4	-103	0	-1	0.2	-9.2
CCN(C(=O)COC(=O)c1cc(S(=O)(=O)N2CCc3ccccc32)ccc1OC)C1CCS(=O)(=O)C1 (centres undefined)	-7	i	0	4	-23	8	0	5	-0.3	0.1
CCCC1C(c2ccc(OC)cc2)C(C#N)(C#N)C2(C#N)CC1(N)NC2=O (centres undefined)	13	i	-3	0	-3	1	3	-16	-0.3	-0.5
CC(=O)c1cccc(NS(=O)(=O)c2cc3c(cc2C)N(C(C)=O)CCO3)c1	-2	i	4	-1	2	0	-1	-3	-0.1	-1.3
CCOc1ccc(CN2CCN(C(=O)c3ccccc3)CC2)cc1	-2	i	3	0	2	0	1	6	-0.2	-1.1

One compound at a time (already shown).
CCN(CC(=O)Nc1ccc(NC(C)=O)cc1)C(=O)c1oc2ccccc2c1C is listed with Scp-1 inhibitor = 4; Neddylation inh = i; NadD block = -2; DNMT1 block = 16; NRP1-CendR mod = -1; SUMO1-SIM PPI = -1; STEP inh = 1; SKN-1 block = -2; TbMetRS inhib = -0.4; LMPTP block = 0.5
CCN(C(=O)COC(=O)c1cc(S(=O)(=O)N2CCc3ccccc32)ccc1OC)C1CCS(=O)(=O)C1 (centres undefined) is listed with Scp-1 inhibitor = -7; Neddylation inh = i; NadD block = 0; DNMT1 block = 4; NRP1-CendR mod = -23; SUMO1-SIM PPI = 8; STEP inh = 0; SKN-1 block = 5; TbMetRS inhib = -0.3; LMPTP block = 0.1

Following part.
molecule	Scp-1 inhibitor	Neddylation inh	NadD block	DNMT1 block	NRP1-CendR mod	SUMO1-SIM PPI	STEP inh	SKN-1 block	TbMetRS inhib	LMPTP block
CCn1c(CCC(N)=O)nnc1SCC(=O)c1cc(C)n(C2CC2)c1C	-5	i	-2	-1	-6	1	2	-11	-0.4	0.6
COc1ccc(C(=O)Nc2ccc(Cl)c(S(=O)(=O)N3CCOCC3)c2)cc1	-15	i	-6	-1	2	6	-3	-9	-0.1	-1.0
Cc1ccc(C(C(=O)NC2CCCC2)N2CCCCC2)cc1 (centres undefined)	-6	i	7	-3	-4	7	-3	5	-0.5	-1.4
O=C(CC1c2ccccc2Oc2ccccc21)Nc1ccccc1C(F)(F)F	-1	i	-5	2	9	-4	2	4	-0.4	0.6
NS(=O)(=O)c1ccc(NC(=O)/C(=C/c2ccncc2)NC(=O)c2ccccc2)cc1	-5	i	-1	1	0	-4	0	6	-0.5	-0.5
C=CCn1c(COc2ccc(CC)cc2)nnc1SC/C(O)=C(\C#N)c1nc2ccccc2[nH]1	-7	i	22	-8	-24	11	-2	12	0.9	0.6
Cc1nn(-c2ccccc2)c(Cl)c1C(=O)NCC1CCCO1 (centres undefined)	-7	i	-3	5	2	0	1	-18	-0.3	-0.6
CCc1c(C)nc(SCC(=O)Nc2ccc(Br)cc2)[nH]c1=O	3	i	2	3	-8	5	-1	-9	-1.0	-0.9
Cc1ccc(S(=O)(=O)N2CCN(C(=O)CSc3nc4ccccc4o3)C2)cc1	-10	i	-7	-6	2	1	-3	-2	-0.1	0.0
CCOCCOC(=O)C1=C(C)N(C)C(=O)NC1c1ccccc1F (centres undefined)	7	i	-2	-2	-6	-1	1	12	0.0	0.1
O=c1c(-c2ccc(F)cc2)[n+]([O-])c2ccccc2n1OCc1ccccn1	1	i	8	0	6	-22	-3	7	0.0	-0.9
COC(=O)c1scc(C)c1NC(=O)C1CCCCC1	-2	i	-1	4	-2	-2	-11	19	-1.2	0.9
COc1ccc(Cl)cc1NC(=S)Nc1cccnc1	6	i	-5	-7	-15	0	1	-1	0.0	-0.1
COc1cccc(OC)c1Oc1ccc(C(F)(F)F)cn1	-20	i	2	1	7	-8	0	18	-0.3	-1.0
Cc1cc(C(=O)O)ccc1-c1ccc(/C=C2\NC(=O)N(Cc3ccccc3Cl)C2=O)o1	65*	.	21	64*	-55	19	2	5	0.4	2.9
COC(=O)C1=C(C)N(Cc2ccccc2)C(=NCc2ccco2)N[C@H]1c1cccc(F)c1	-2	i	8	0	-29	-5	-1	7	-0.1	2.4
COC(=O)c1ccccc1CSc1nsc(/C=C/N(C)C)c1C#N	-10	i	9	-23	-108	-5	86*	-1	-1.0	4.1
CCn1ncc([N+](=O)[O-])c1C(=O)N1CCCC1	4	i	-2	4	-5	-1	0	-1	-0.3	-1.1
Cc1ncc([N+](=O)[O-])n1CC(=O)Nc1ccc(OC(F)(F)Cl)cc1	-7	i	1	2	1	-8	0	20	0.2	-0.1
CSc1ccc(/C=C(/Sc2nnc(-c3ccccc3)o2)C(=O)O)cc1	-4	i	-2	3	12	-2	-3	5	0.5	0.1
COc1ccccc1CNC(=O)C(C)Sc1ccc(C)cc1 (centres undefined)	1	i	4	1	3	2	0	-9	0.6	0.3
Cc1nn(C)c(C(=O)NNC(=S)NCC(C)C)c1Cl	-5	i	1	8	6	1	1	3	-0.5	-1.6
CC(=O)Nc1c(Cl)cnn(-c2ccccc2)c1=O	-7	i	3	1	0	-8	1	-6	-0.9	-0.6
CC12CCC(=O)N1C(C(=O)NCCc1ccc(F)cc1)CS2 (centres undefined)	-8	i	2	-1	-4	6	1	5	0.5	-1.6
CC(=O)c1cccc(NC(=O)CSc2nc3ccccc3c(=O)n2CCCN2CCOCC2)c1	-8	i	-7	-1	-12	2	1	-11	-0.3	-0.7
O=C1OC(c2ccccc2)=C/C1=C/N1CCCCC1	-1	i	4	-2	-20	-6	1	2	-0.2	0.9
Nc1nonc1C(=O)N/N=C/c1cc2c(cc1Br)OCO2	36	i	-5	25	13	20	4	6	-0.3	12
COc1cccc(C(=O)NCC(c2ccco2)N2CCOCC2)c1 (centres undefined)	-6	i	-1	3	12	-4	2	3	-0.1	-1.1
COc1ccccc1CN(C)C[C@@H]1OCc2cnnn2CCCC(=O)N([C@H](C)CO)C[C@H]1C	.	i	-1	6	-8	-1	2	19	0.6	2.3
O=C(CSc1nnc(NC(=O)C2CC2)s1)Nc1ccccc1Cl	-1	i	7	0	6	3	-2	-2	-0.9	0.1
CN(C(=O)COC(=O)CCc1c[nH]c2ccccc12)C(c1ccccc1)c1ccccc1	-6	i	-3	-4	-10	3	8	1	-1.3	6.9
COc1cc(C2C(C#N)=C(N)N(N(C)C)C3=C2C(=O)CC(C)(C)C3)ccc1O (centres undefined)	-13	i	-5	0	-1	-2	-3	-7	-0.1	-0.1
CCOC(=O)/C(=N\Nc1cc(Cl)ccc1Cl)N1CCN(CC)CC1	-7	i	-9	-5	3	0	3	10	-0.3	-1.8
Cc1cc(C)nc(SC(C)C(=O)Nc2ccc(S(N)(=O)=O)cc2)n1 (centres undefined)	3	i	6	-2	-24	7	1	-15	-1.2	1.1
Cc1cc(NC(=O)c2cc(-c3ccccc3C)nc3ccccc23)no1	-8	i	4	-14	2	7	-2	13	-0.5	-1.0
Cc1cc(N=CC2=C(O)CC(C)(C)CC2=O)no1	-2	i	5	-1	19	-5	-3	1	0.2	-2.8
C[n+]1ccc(/C=N/Nc2nc(Cl)c(C#N)c(Cl)c2Cl)cc1	2	i	5	2	4	-79	1	0	-1.3	-2.2
C/C(=C/C(=O)NCc1ccccc1)C(=O)O	-8	i	0	-11	4	-1	1	2	-0.1	-0.5
CCn1c2ccccc2c2cc(NC(=O)c3coc(=O)c(Br)c3)ccc21	.	i	19	51*	134	-2	-7	17	0.3	3.6
Cc1cc(=O)oc2cc(OCC(=O)NCc3cccnc3)ccc12	0	i	5	-2	-1	-2	7	23	-0.3	-5.7
COc1ccc(-c2csc(NC(=O)c3c(C)noc3C)n2)cc1OC	.	i	0	6	13	8	0	9	-0.2	1.0
Cc1ccccc1NC(=O)NC1(C(=O)N2CCN(C)CC2)CCCCC1	-8	i	-2	-2	-5	4	-4	18	-0.4	-1.0
O=[N+]([O-])c1cccc(/C=N/NC2=NCCCCC2)c1	-4	i	0	-2	-7	-18	5	9	-0.3	-0.2
O=C(COC(=O)Cc1ccsc1)Nc1ccc(Cl)cn1	0	i	-5	1	10	-4	0	11	-0.1	-0.7
Cc1nc2ccc(Cl)cc2[nH]1	8	i	-4	-4	-4	-16	1	-5	-0.3	6.2
COc1cccc(C(=O)NCC(=O)N/N=C/c2cccs2)c1	-6	i	-3	3	-5	-5	-2	1	1.4	-1.1
Cc1ccc(Nc2nc(N)c3ccccc3n2)cc1Cl	-6	.	-2	-2	6	7	-2	5	0.0	4.8
COc1ccccc1OCC(=O)NCc1n[nH]c(=O)c2ccccc12	-3	i	-1	2	-4	2	1	10	-0.2	-0.7
COc1ccccc1C1(CC(=O)O)CCOC(C(C)C)C1 (centres undefined)	2	i	3	1	9	2	-1	0	-1.4	-0.8
COc1ccccc1NC(=O)Nc1sccc1-c1nc2ccccc2s1	-27	i	18	-21	-78	5	1	8	-0.3	3.7

Screens from PubChem.
